Screens deposited in PubChem BioAssay by The Scripps Research Institute Molecular Screening Center.
CHRM1 antagonist: human M1 muscarinic receptor antagonists, primary screen, CHO-K1 cells, Fluo-8 calcium fluorescence, 1536-well; Muscarinic acetylcholine receptor M1 (Homo sapiens), P11229; CHO-K1 hM1, ACh EC80 antagonist; inhibition, % at 3 µM; hit rate 1.3% among 360,000; AID 588852, 2011;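 active = percent inhibition above its own plate's cutoff, namely the mean of that plate's compound wells plus 3 SD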;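 note: peak over basal fluorescence ratio during 140 s after agonist addition; 0% = ACh EC80 plus DMSO and 100% = DMSO alone without agonist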
Target sequence (P11229 whole entry, looked up): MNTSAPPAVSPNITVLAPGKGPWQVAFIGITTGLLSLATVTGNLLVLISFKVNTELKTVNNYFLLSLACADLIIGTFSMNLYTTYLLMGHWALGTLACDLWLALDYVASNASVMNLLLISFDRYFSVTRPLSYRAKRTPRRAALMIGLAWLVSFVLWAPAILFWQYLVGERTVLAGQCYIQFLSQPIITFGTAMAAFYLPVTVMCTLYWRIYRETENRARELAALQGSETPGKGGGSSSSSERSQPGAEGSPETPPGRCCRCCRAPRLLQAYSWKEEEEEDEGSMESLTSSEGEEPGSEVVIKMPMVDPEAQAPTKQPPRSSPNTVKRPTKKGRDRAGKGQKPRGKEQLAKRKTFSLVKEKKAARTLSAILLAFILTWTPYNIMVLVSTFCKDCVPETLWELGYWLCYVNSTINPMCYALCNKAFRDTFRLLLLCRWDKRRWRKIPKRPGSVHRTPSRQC
CHRM1 PAM: human M1 muscarinic receptor positive allosteric modulators, primary screen, CHO-K1 cells, Fluo-8 calcium fluorescence, 1536-well; activation, % at 3 µM; AID 588819, 2011; hit rate 0.088% among 360,000; CHO-K1 hM1, ACh EC20; 0% = ACh EC20, 100% = maximal ACh; Muscarinic acetylcholine receptor M1 (Homo sapiens), P11229; in the data active = activation above about 19%, passing the limit was not always enough
CHO-K1 Ca ag: counter-screen for M1 agonists: effect in parental CHO-K1 cells; Fluo-8 calcium fluorescence; scaled to maximal ATP response, vehicle zero; hit rate 0.48% among 360,000; activation, % at 3 µM; AID 602248, 2012; in the data active = activation above about 15%;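 note: untransfected CHO-K1 host cells lacking M1 receptor as counterscreen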
CHO-K1 Ca antag: counter-screen for M1 antagonists: effect in parental CHO-K1 cells. hit rate 0.6% among 360,000. AID 602250. ATP-induced calcium, Fluo-8 fluorescence. inhibition, % at 3 µM;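 active = inhibition above a per-plate cutoff, the plate's mean sample inhibition plus 3 SD, cut at about 24% in these data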;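 note: 0% = DMSO plus EC80 ATP and 100% = DMSO alone without ATP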
M1 PAM parental: nonselective calcium activators in parental CHO-K1 cells, primary screen, counter-screen for M1 PAM project, cell-based, Fluo-8 calcium fluorescence, full deck, 1536-well. ATP EC20; 0% at ATP EC20, 100% at ATP max. activation, % at 3 µM. hit rate 0.02% among 360,000;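 active = activation above the run cutoff, the mean activation of all test compounds plus 3 SD, cut at about 40% in these data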;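 note: peak over basal fluorescence ratio in a 140 s read after ATP addition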
M1 ag: human M1 muscarinic receptor agonists, primary screen, Fluo-8 calcium fluorescence, CHO-K1 cells, HTS; Muscarinic acetylcholine receptor M1 (Homo sapiens), P11229; CHO-K1 hM1, agonist mode; 0% DMSO, 100% acetylcholine EC100; activation, % at 3 µM; hit rate 0.33% among 360,000; AID 588814, 2011;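 active = activation above the run's mean compound activation plus 3 SD, cut at about 16% in these data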;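 note: peak over basal fluorescence ratio within a 140 s kinetic read after compound addition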
TAAR1 antag: human TAAR1 antagonists, primary screen, Fluo-8 calcium fluorescence, CHO RD-HGA16 cells. Trace amine-associated receptor 1 (Homo sapiens), Q96RJ0. inhibition, % at 3 µM. antagonist. AID 624466, 2012. hit rate 1.5% among 360,000;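 active = inhibition above a per-plate cutoff, the mean inhibition of test compounds on that plate plus 3 SD, cut at about 49% in these data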;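 note: 0% = DMSO plus EC80 beta-PEA response and 100% = DMSO alone without agonist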
Target sequence (Q96RJ0 whole entry, looked up): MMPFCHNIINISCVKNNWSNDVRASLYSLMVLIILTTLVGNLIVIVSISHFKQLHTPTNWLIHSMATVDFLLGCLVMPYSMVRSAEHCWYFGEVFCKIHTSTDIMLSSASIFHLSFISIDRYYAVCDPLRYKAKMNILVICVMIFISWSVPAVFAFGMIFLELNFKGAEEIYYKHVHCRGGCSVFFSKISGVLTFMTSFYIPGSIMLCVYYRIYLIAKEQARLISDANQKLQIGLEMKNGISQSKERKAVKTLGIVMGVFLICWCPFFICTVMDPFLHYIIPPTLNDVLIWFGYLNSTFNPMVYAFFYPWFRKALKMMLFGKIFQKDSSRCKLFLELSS
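Test system – hTAAR1-expressing CHO RD-HGA16 cells, Gα16-coupled · Also added – β-PEA at EC80 concentration, post-compound challenge · Compound – 3 µM, single point · Incubation – dye loading 75 min at 37 °C, then 30 min room temperature · Measured by – Fluo-8 intracellular calcium dye fluorescence, real-time kinetic reads · Benchmarks – vehicle and agonist controls · Replicates – singlicate, one well per test compound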
CHO parental Ca: ATP-evoked calcium signal inhibitors, parental CHO, primary screen, counter-screen for OX1R antagonist project, cell-based, fluorescence, Fluo-8 calcium dye | inhibition, % at 5.6 µM | hit rate 0.63% among 330,000 | parental CHO-K1, ATP-induced calcium, Fluo-8 fluorescence;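 active = inhibition above that plate's mean sample inhibition plus 3 SD, cut at about 26% in these data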;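 note: 0% = ATP-challenged DMSO wells and 100% = DMSO wells without ATP; some compounds past the cut are filed as inactive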
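Assay system: parental CHO cells; Read-out basis: percent inhibition of ATP-evoked calcium rise, normalized to controls; Benchmarks: ATP and no-ATP DMSO wells; Compound dosing: single nominal dose of 5.6 µM per compound; Signal: Fluo-8 calcium dye fluorescence; Also added: ATP as calcium-mobilizing challenge; Repeats: singlicate.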
TAAR1 ag: human TAAR1 agonists, primary screen, Fluo-8 calcium fluorescence, CHO RD-HGA16 cells. Trace amine-associated receptor 1 (Homo sapiens), Q96RJ0. vehicle wells 0%, saturating PEA agonist 100%. activation, % at 3 µM. hit rate 0.99% among 360,000;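 active = activation above the mean activation of all test compounds in the run plus 3 SD, cut at about 38% in these data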
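System: CHO-derived RD-HGA16 cells with stable Gα16 and human TAAR1 / Times: 17-24 h plating, Fluo-8 75 min 37 °C, 30 min RT / Technique: calcium-sensitive Fluo-8 signal, excitation 470-495, emission 515-575 nm / Measure: % activation relative to PEA EC100 response / Benchmarks: DMSO and PEA EC100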
An asterisk follows results filed as active; x = not tested or not shown.

#1 COc1cccc(-c2ccc(NC(=O)C3CCCN(Cc4cnn(C)c4C)C3)cc2)c1 (stereo not given)
#2 CCCN(CCC)CC(O)Cn1cc(/C=C/C(=O)c2ccccc2)c2ccccc21 (stereo not given)
#3 Cc1cc(C)c(S(=O)(=O)Nc2ncccc2C)c(C)c1
#4 Cc1cc(NC(=O)CSc2nnc(-c3ccco3)o2)no1
#5 COCc1ccc(C(=O)NCC2(N3CCCCC3)CCCCC2)cc1
#6 Cc1oc(-c2ccc(Cl)cc2)nc1CN1CCCC(C(=O)NCc2ccccn2)C1 (stereo not given)
#7 COc1ccc(CCNC(=O)Nc2nc(C(N)COCc3ccccc3)cs2)cc1OC (stereo not given)
#8 COc1cccc(S(=O)(=O)N(C)C[C@H]2OCc3cn(nn3)CCCC(=O)N([C@H](C)CO)C[C@@H]2C)c1

assay / compound | 1 | 2 | 3 | 4 | 5 | 6 | 7 | 8
CHRM1 antagonist | -15 | -5 | -8 | -5 | 2 | -15 | -8 | -5
CHRM1 PAM | 1 | 2 | 5 | 5 | 1 | 6 | 0 | 4
CHO-K1 Ca ag | 1.9 | 3.2 | 1.1 | 0.7 | 16* | 0.2 | 0.8 | -0.1
CHO-K1 Ca antag | -24 | -22 | -8 | -10 | -2 | -15 | -4 | -16
M1 PAM parental | 16 | 12 | 20 | 12 | -18 | 17 | 7 | 16
M1 ag | -14 | -6 | -2 | -2 | -9 | -7 | -4 | -7
TAAR1 antag | -9 | 6 | 2 | -6 | -6 | -2 | 8 | -10
CHO parental Ca | -22 | x | -9 | -7 | -2 | -16 | x | x
TAAR1 ag | 7 | 23 | -1 | 0 | -1 | 3 | 4 | 3

#9 COc1ccccc1S(=O)(=O)N1CCN(S(=O)(=O)c2ccccc2C#N)CC1
#10 FC(F)Oc1ccc(-c2csc(NNC3=NCCCCC3)n2)cc1
#11 O=C(NCc1ccccn1)C1CC(=O)N(C2CCCC2)C1 (stereo not given)
#12 CNS(=O)(=O)c1cccc(C(=O)OCC(=O)Nc2sc3c(c2C#N)CCCCC3)c1
#13 Cc1ccc(S(=O)(=O)C2(C(=O)N3CCCCCC3)CC2)cc1
#14 CC(C(=O)O)N1C(=O)C2C3c4ccccc4C(c4ccccc43)[C@@H]2C1=O (stereo not given in full)
#15 Cc1cc(NC(=O)c2ccc(COc3ccc(Cl)c(C)c3)o2)no1
#16 CC(C)c1nc(SCC(=O)Nc2c[nH]c(=O)[nH]c2=O)c2cnn(-c3ccccc3)c2n1

assay / compound | 9 | 10 | 11 | 12 | 13 | 14 | 15 | 16
CHRM1 antagonist | -5 | -4 | -7 | 4 | 21 | 2 | -14 | 7
CHRM1 PAM | 5 | 2 | 6 | -8 | -10 | 2 | 4 | 3
CHO-K1 Ca ag | 0.9 | -0.2 | 1.1 | 3.0 | -0.2 | 8.7 | 0.4 | -0.7
CHO-K1 Ca antag | -11 | -8 | -3 | -4 | -1 | 3 | -8 | 41*
M1 PAM parental | 14 | 4 | 5 | 0 | 9 | 5 | 12 | 3
M1 ag | -4 | -13 | -4 | -3 | -4 | -3 | -4 | -4
TAAR1 antag | -9 | 0 | 4 | 40 | 3 | -7 | -4 | 12
CHO parental Ca | -11 | -14 | 12 | 17 | -13 | 0 | -3 | 2
TAAR1 ag | 1 | 2 | 3 | 5 | 0 | 2 | 2 | 2

2 entries picked at random from the list so far, as already listed:
#8 COc1cccc(S(=O)(=O)N(C)C[C@H]2OCc3cn(nn3)CCCC(=O)N([C@H](C)CO)C[C@@H]2C)c1
#5 COCc1ccc(C(=O)NCC2(N3CCCCC3)CCCCC2)cc1

assay / compound | 8 | 5
CHRM1 antagonist | -5 | 2
CHRM1 PAM | 4 | 1
CHO-K1 Ca ag | -0.1 | 16*
CHO-K1 Ca antag | -16 | -2
M1 PAM parental | 16 | -18
M1 ag | -7 | -9
TAAR1 antag | -10 | -6
CHO parental Ca | x | -2
TAAR1 ag | 3 | -1

5 compounds from above, sorted by their value in CHRM1 PAM, largest number first.
| No. | molecule | CHRM1 antagonist | CHRM1 PAM | M1 ag | TAAR1 antag | TAAR1 ag |
| --- | --- | --- | --- | --- | --- | --- |
| 9 | COc1ccccc1S(=O)(=O)N1CCN(S(=O)(=O)c2ccccc2C#N)CC1 | -5 | 5 | -4 | -9 | 1 |
| 15 | Cc1cc(NC(=O)c2ccc(COc3ccc(Cl)c(C)c3)o2)no1 | -14 | 4 | -4 | -4 | 2 |
| 16 | CC(C)c1nc(SCC(=O)Nc2c[nH]c(=O)[nH]c2=O)c2cnn(-c3ccccc3)c2n1 | 7 | 3 | -4 | 12 | 2 |
| 14 | CC(C(=O)O)N1C(=O)C2C3c4ccccc4C(c4ccccc43)[C@@H]2C1=O (stereo not given in full) | 2 | 2 | -3 | -7 | 2 |
| 12 | CNS(=O)(=O)c1cccc(C(=O)OCC(=O)Nc2sc3c(c2C#N)CCCCC3)c1 | 4 | -8 | -3 | 40 | 5 |

(next part)
#17 COc1cc2[nH]c(=S)nc(NCc3cccc(Cl)c3)c2cc1OC
#18 C=CCn1c(=NC(=O)c2ccc(S(=O)(=O)N3CCc4ccccc4C3)cc2)sc2cc(S(N)(=O)=O)ccc21
#19 COc1ccccc1CNC(=O)CSc1ccc(C)cc1
#20 CCc1nc2ccc(C(=O)Nc3ccc(OC)c(OC)c3)cn2c1N(C)Cc1ccc(OC)cc1
#21 COc1ccc(C(=O)NC2CC(C)(C)Cc3c2cnn3-c2ccccc2)cc1OC (stereo not given)
#22 CCCCNC(=O)C1(C)CCN1C(=O)Cc1ccc(OC)cc1 (stereo not given)
#23 COC(=O)C1CCN(C(=O)COC(=O)[C@@H]2CC(O)CN2S(=O)(=O)c2ccc3c(c2)OCCO3)CC1 (stereo not given in full)
#24 CC(=O)N1N=C(c2cccc([N+](=O)[O-])c2)OC1c1ccc(Cl)cc1Cl (stereo not given)

assay / compound | 17 | 18 | 19 | 20 | 21 | 22 | 23 | 24
CHRM1 antagonist | -7 | -11 | -6 | 19 | -9 | -20 | -3 | 3
CHRM1 PAM | 4 | 12 | 7 | -18 | 5 | 14 | 7 | -10
CHO-K1 Ca ag | 1.8 | 1.9 | -0.3 | 4.3 | -0.5 | 1.2 | 0.6 | 0.3
CHO-K1 Ca antag | -5 | -6 | -1 | -3 | -8 | -10 | -9 | -7
M1 PAM parental | 1 | 18 | 20 | 8 | -14 | 16 | 19 | 12
M1 ag | -1 | 1 | -13 | -4 | -5 | 0 | -4 | -4
TAAR1 antag | -7 | 0 | 6 | 43 | -39 | -11 | -2 | 0
CHO parental Ca | -16 | -2 | -14 | x | -14 | x | -1 | -9
TAAR1 ag | 1 | 0 | -2 | 3 | 3 | 1 | 0 | 7

#25 Cc1ccc(S(=O)(=O)N2[C@@H](c3cccc(Cl)c3)C(C(=O)O)=CC[C@H]2c2ccc(Cl)cc2)cc1
#26 O=C(C1CC1)N1CCc2cc(Br)c(S(=O)(=O)N3CCCCCC3)cc21
#27 Cc1ccc(C(=O)N/C(=C/C=C/c2ccccc2)C(=O)NCc2ccco2)cc1
#28 CCN1CCN(CCCNC(=O)c2ccc3c(c2)N(Cc2ccccc2)CCS3)CC1
#29 Cc1cc2cc(CNC(=O)Cc3ccc([N+](=O)[O-])cc3)ccc2[nH]1
#30 Cc1noc(C)c1COc1ccc(C(=O)N2CCN(c3ccccc3F)CC2)cc1
#31 N#CCCN1CCCc2cc(N=Nc3ccc(C(F)(F)F)cc3)ccc21
#32 CCOC(=O)C1CCCCN1Cc1ccc(OC)c(OC)c1OC (stereo not given)

assay / compound | 25 | 26 | 27 | 28 | 29 | 30 | 31 | 32
CHRM1 antagonist | 0 | -21 | -8 | -4 | -7 | -1 | -31 | -6
CHRM1 PAM | 10 | 7 | 8 | -5 | 7 | 6 | 18 | 3
CHO-K1 Ca ag | -0.4 | 0.2 | 0.9 | 0.1 | 0.7 | 1.1 | 0.3 | 0.2
CHO-K1 Ca antag | -9 | -10 | 8 | -15 | -10 | -6 | -3 | -9
M1 PAM parental | 12 | 8 | 7 | -6 | 11 | 4 | 19 | 10
M1 ag | -5 | -2 | -3 | -5 | 0 | -5 | -3 | -5
TAAR1 antag | 52* | 5 | 8 | -19 | -14 | 11 | 4 | 10
CHO parental Ca | -1 | x | -10 | -32 | -1 | -18 | -1 | -3
TAAR1 ag | 4 | 1 | 5 | 4 | 2 | 2 | 0 | 2

#33 CC(C)C[C@H]1CN=C(N(C)C)N1CC1CCCCCC1
#34 CC(C)CNC(=S)N1CCC(c2nc(-c3ccc(F)cc3)no2)CC1
#35 COc1ccc(Cl)cc1C(=O)NNC(=O)CSc1nncn1C
#36 CCOC(=O)C1CCN(S(=O)(=O)c2cc3c(cc2C)NC(=O)CO3)CC1
#37 COc1ccc(NC(=O)C(CC(C)C)NC(=O)C2CCC(C)CC2)cc1 (stereo not given)
#38 COCc1cc(C)n(CC(=O)NCc2ccccc2)c(=O)c1C#N
#39 CC(C)(C)OC(=O)NCCc1nnc(SCC(=O)Nc2ccc(Br)cc2)o1
#40 CC(=O)OC(=C(OC(C)=O)c1ccccc1)c1ccccc1
#41 COc1ccc(N2CCN(C(=S)NCc3ccccc3)CC2)cc1
#42 COc1ccc(-c2csc(N(CCCN(C)C)C(=O)c3cccs3)n2)cc1
#43 COc1ccc(N2C(=O)C(Cl)=C(Nc3ccc(OC)cc3OC)C2=O)cc1

assay / compound | 33 | 34 | 35 | 36 | 37 | 38 | 39 | 40 | 41 | 42 | 43
CHRM1 antagonist | 7 | 33* | -12 | -10 | 1 | 6 | 2 | -9 | -5 | 30* | -3
CHRM1 PAM | 8 | -15 | 5 | 15 | -2 | -3 | 1 | 3 | 6 | -7 | 20
CHO-K1 Ca ag | 0.1 | 12 | 0.4 | -0.1 | -0.8 | 0.7 | 29* | 0.1 | 3.9 | 7.8 | -0.4
CHO-K1 Ca antag | -9 | 15 | -8 | -1 | -9 | -9 | 3 | -13 | -4 | 3 | -12
M1 PAM parental | 13 | -10 | 15 | -8 | -19 | 12 | -1 | 10 | -3 | 19 | 15
M1 ag | -13 | -4 | -2 | 2 | -3 | -5 | 5 | -1 | -5 | 5 | 7
TAAR1 antag | 15 | 23 | -16 | 9 | -8 | -10 | -3 | -14 | -27 | 13 | 10
CHO parental Ca | -13 | 48* | -8 | -3 | -17 | -1 | -7 | x | -7 | -17 | -14
TAAR1 ag | 4 | -1 | 1 | 2 | -4 | 3 | 4 | -2 | 2 | 5 | 6
